# MsrA inhibitor: bovine MsrA inhibition; purified bovine MsrA, absorbance read-out; inhibition, % at 15.5 µM; hit rate 0.75% among 360,000; in the data active = inhibition above about 4.5%;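 note: 0% = vehicle wells with enzyme and 100% = reference inhibitor wells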
# CendR NRP1 mod: modulators of CendR peptide binding to human neuropilin-1. FAM-RPARPAR peptide binding to NRP-1, fluorescence polarization. inhibition, % at 25 µM. hit rate 0.85% among 360,000. O14786;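 active = inhibition or corrected inhibition above about 18%, plus a signal ratio from 0.5 to 1.5, limit read from the data, passing the limit was not always enough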; note: strong numbers were not always called active
# STEP inh: blocks human striatal-enriched tyrosine phosphatase. AID 588621. inhibition, % at 20 µM. hit rate 0.25% among 360,000. recombinant STEP, OMFP fluorogenic substrate, fluorescence. P54829;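 active = inhibition at 20 µM, scaled per plate between control wells, above about 37%, limit read from the data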;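 note: 0% = DMSO with enzyme and substrate and 100% = substrate only without enzyme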
# Target sequence (P54829 whole entry, looked up): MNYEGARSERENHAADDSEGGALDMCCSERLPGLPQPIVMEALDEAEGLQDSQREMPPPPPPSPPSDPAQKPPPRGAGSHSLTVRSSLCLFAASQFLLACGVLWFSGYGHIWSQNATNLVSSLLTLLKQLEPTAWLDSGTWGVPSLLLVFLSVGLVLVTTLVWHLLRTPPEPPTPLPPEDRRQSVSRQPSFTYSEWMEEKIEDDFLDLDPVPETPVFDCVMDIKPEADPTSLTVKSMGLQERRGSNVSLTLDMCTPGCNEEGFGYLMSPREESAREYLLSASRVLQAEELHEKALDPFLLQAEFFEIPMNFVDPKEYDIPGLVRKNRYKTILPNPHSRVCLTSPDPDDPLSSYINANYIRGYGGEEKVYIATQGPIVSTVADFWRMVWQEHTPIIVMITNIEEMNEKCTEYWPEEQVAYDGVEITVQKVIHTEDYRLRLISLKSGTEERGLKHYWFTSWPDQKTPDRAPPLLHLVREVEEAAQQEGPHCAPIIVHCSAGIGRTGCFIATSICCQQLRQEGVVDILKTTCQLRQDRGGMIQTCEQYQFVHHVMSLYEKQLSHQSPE
#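 System: isolated STEP enzyme; schedule: 20 min enzyme reaction at room temperature, protected from light; medium: Bis-Tris buffer pH 6.0, 2.5 mM DTT, 0.005% Tween 20; signal: fluorescence, 480/540 nm; dosing: single compound dose of 20 µM, 1% DMSO final; also added: OMFP substrate, 25 µM final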
# DNMT1 inh: inhibitors of human DNMT1; P26358; DNMT1 molecular beacon, Hinp1I cleavage, fluorescence; inhibition (reported as % activation of signal), % at 10 µM; hit rate 0.83% among 360,000; in the data active = inhibition above about 50%
# MsrA act: activates bovine MsrA enzyme; purified bovine MsrA, absorbance read-out; activation, % at 10.6 µM; hit rate 0.3% among 360,000; AID 602163; in the data active = activation above about 7.5%;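 note: 0% = vehicle and 100% = reference activator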
# Tb MetRS inh: blocks T. brucei methionyl-tRNA synthetase activity | hit rate 0.4% among 360,000 | inhibition, % at 11.9 µM | AID 624268 | purified T. brucei MetRS, ATP depletion, Kinase-Glo luminescence;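 active = inhibition above a per-plate cutoff of the control wells' mean inhibition plus 3 SD, cut at about 5.5% in these data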;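 note: 0% = DMSO wells median and 100% = median of wells with control inhibitor compound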
#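 technique = Kinase-Glo luminescence, ATP depletion format | system = purified MetRS (methionyl-tRNA synthetase) enzyme from Trypanosoma brucei | timing = 15 min preincubation, 2 h reaction, all 25 °C | evaluation = percent inhibition versus plate control medians | dosing = single dose, 11.9 µM final nominal, 0.9% final DMSO | also added = substrates ATP, L-methionine and bulk Escherichia coli tRNA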
# Scp1 inh: blocks human Scp-1 phosphatase activity | AID 493091 | inhibition, % at 20 µM | hit rate 0.88% among 340,000 | Recombinant Scp1, phosphopeptide, malachite green phosphate absorbance | Q9GZU7;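 active = inhibition above about 50% at 20 µM, limit read from the data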;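 note: plate controls were DMSO wells with enzyme for no effect and wells lacking enzyme for full effect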
# Target sequence (Q9GZU7 76-261 limits assumed): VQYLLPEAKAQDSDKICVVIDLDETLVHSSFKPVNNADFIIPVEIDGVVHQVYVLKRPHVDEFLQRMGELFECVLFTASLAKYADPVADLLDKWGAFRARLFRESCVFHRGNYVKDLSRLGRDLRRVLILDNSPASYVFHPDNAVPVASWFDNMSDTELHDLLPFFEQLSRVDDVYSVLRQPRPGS
#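 System: truncated SCP-1 phosphatase (76-261aa); medium: Tris acetate buffer pH 5.5 with MgCl2 and Tween-20; incubation: 45 min room-temperature reaction, 5 min colour, 30 min stabiliser; compound: single 20 µM dose, 1% DMSO; reagent: Phosphorylated 17-residue peptide substrate; read-out: % inhibition at 20 µM; technique: colorimetric free-phosphate detection, absorbance 630 nm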
# LMPTP inh: blocks human LMPTP phosphatase | recombinant LMPTP-A, OMFP fluorogenic substrate, fluorescence intensity | inhibition, % at 20 µM | hit rate 0.22% among 360,000 | AID 651560;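 active = compounds that cut the enzyme signal by at least half of the control window in the single-dose screen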;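 note: plate controls were DMSO wells with enzyme plus substrate for no effect and substrate without enzyme for full effect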
# Target sequence (P24666 whole entry, looked up): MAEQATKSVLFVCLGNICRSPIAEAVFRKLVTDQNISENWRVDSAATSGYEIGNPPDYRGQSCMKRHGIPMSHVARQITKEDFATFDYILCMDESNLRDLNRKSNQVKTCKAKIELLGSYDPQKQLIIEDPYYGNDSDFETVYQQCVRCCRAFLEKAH
#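 Test system: LMPTP-A phosphatase enzyme; input: 0.625 nM LMPTP-A final; reagent: OMFP substrate, 400 µM final; compound dosing: 20 µM single dose, 3% DMSO; incubation: 50 min dark incubation at room temperature; measured by: endpoint fluorescence intensity from OMFP dephosphorylation; measure: % inhibition relative to no-enzyme and uninhibited control wells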
# SUMO1 PPI mod: SUMO1-SIM interaction modulation; SUMO1 binding to a labelled peptide, TR-FRET, 1 h; inhibition, % at 20 µM; hit rate 0.33% among 360,000; AID 602429; in the data active = inhibition above about 37%
# Target sequence (P63165 whole entry, looked up): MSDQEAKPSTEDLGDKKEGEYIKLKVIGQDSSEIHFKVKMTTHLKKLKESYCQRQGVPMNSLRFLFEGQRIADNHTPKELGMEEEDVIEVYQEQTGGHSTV
# eLon inh: inhibits E. coli Lon protease; purified E. coli Lon protease, fluorescence polarization; P0A9M0; inhibition, % at 7.94 µM; hit rate 0.42% among 360,000; in the data active = inhibition above about 13%, passing the limit was not always enough;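 note: 0% = enzyme with probe and DMSO and 100% = no enzyme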
# An asterisk follows results filed as active; · = no result given.
SMILES,MsrA inhibitor,CendR NRP1 mod,STEP inh,DNMT1 inh,MsrA act,Tb MetRS inh,Scp1 inh,LMPTP inh,SUMO1 PPI mod,eLon inh
Fc1ccc(-c2csc(-c3ccc(C4SCCS4)cc3)n2)cc1F,1.3,9,1,-2,-3,-0.8,-15,1.4,-2,0
N#CC(=Cc1ccc(-c2ccccc2)cc1)C(=O)c1ccccc1,1.0,-61,1,20,-6,0.0,·,2.9,14,-12
CCOC(=O)Cn1c(-c2ccccn2)nc2ccccc21,-0.3,1,-3,2,-3,-0.9,6,2.2,1,-6
CCOC(=O)C1CCCN(S(=O)(=O)c2cc(Br)cc3c2N(C(C)=O)CC3)C1 (centres undefined),-0.3,3,-1,2,-10,-0.9,12,0.7,2,14
CCNC(=S)N1CCN(CCN=CC2=C(O)CC(C)(C)CC2=O)CC1,0.4,-4,-2,2,-4,0.5,6,-1.0,-4,-10
Cc1ccc(S(=O)(=O)C2(C(=O)Nc3nccs3)CC2)cc1,0.5,6,7,2,-2,0.2,-13,-0.4,2,-1
O=C1NC(=Nc2ccccc2)/C(=C/c2ccco2)S1,1.9,-1,0,1,-4,-0.5,3,1.1,-10,5
Cc1ccc(C)c(NC(=S)NC2CC3CCC(C2)N3Cc2ccco2)c1 (centres undefined),-0.5,6,2,-1,-9,0.3,-3,-1.7,-3,-5
CC(C)(C)[C@H]1C=C(C(=O)NCc2ccccc2)O[C@@H](OCCCCO)C1,-1.2,11,0,-1,2,0.2,-6,1.1,-2,2
COc1ccc(S(=O)(=O)N2CCOCC2)cc1NC(=O)CSc1nnc(NC2CC2)s1,1.1,20,-2,-1,-3,-0.2,-15,-2.3,5,-2
CCN(CC)c1ccc(NC(=O)COC(=O)c2ccc3ccccc3n2)cc1,0.3,-4,2,-11,-2,0.1,2,0.6,-10,13
COc1ccc(/C=C/C(=O)Nc2cccc(C(C)=O)c2)cc1,3.0,-11,2,-15,-3,-0.1,-13,-1.2,-12,-4
O=C(NC1CCCC1)c1ccc(Cl)c(S(=O)(=O)N2CCCCC2)c1,-0.1,8,1,2,-4,-0.4,3,0.1,-4,1
Cc1ccccc1NS(=O)(=O)c1ccc2[nH]cc(C(=O)N(C)Cc3ccco3)c(=O)c2c1,·,-18,15,38,0,0.2,37,-0.3,6,5
CC(=O)NC(Cc1cccc(C)c1)C(=O)NC1CCN(c2ncccc2[N+](=O)[O-])CC1 (centres undefined),0.1,-3,-2,-2,-3,0.6,-8,0.0,-10,-3
CC(OC(=O)CCC(=O)c1cccs1)C(=O)NC1CCCCC1C (centres undefined),-0.3,-1,2,5,-11,-0.5,7,0.6,2,2
CC1(NC(=O)Cc2c(Cl)cccc2Cl)CCS(=O)(=O)C1 (centres undefined),-0.4,-1,2,0,7,-0.2,-3,-1.3,6,-11
Cc1cccc(N2CCN(C(=O)c3ccc4c(c3)NC(=O)C(CSCc3cccc(F)c3)N4)CC2C)c1 (centres undefined),1.4,-166,-2,-8,-4,-0.2,6,0.7,5,-184
O=C(COc1ccc(Br)cc1)N1CCNC1=O,-0.1,-1,0,-4,0,-0.3,-5,0.1,4,-1
COC(=O)c1ccccc1NC(=O)CSc1nc(N)cc(=O)[nH]1,0.0,-15,3,47,-1,-0.1,57*,1.5,6,1

# Full records as entered above. Screens in order: MsrA inhibitor	CendR NRP1 mod	STEP inh	DNMT1 inh	MsrA act	Tb MetRS inh	Scp1 inh	LMPTP inh	SUMO1 PPI mod	eLon inh
# CC(=O)NC(Cc1cccc(C)c1)C(=O)NC1CCN(c2ncccc2[N+](=O)[O-])CC1 (centres undefined) is listed as 0.1	-3	-2	-2	-3	0.6	-8	0.0	-10	-3
# CC(OC(=O)CCC(=O)c1cccs1)C(=O)NC1CCCCC1C (centres undefined) is listed as -0.3	-1	2	5	-11	-0.5	7	0.6	2	2
# O=C(NC1CCCC1)c1ccc(Cl)c(S(=O)(=O)N2CCCCC2)c1 is listed as -0.1	8	1	2	-4	-0.4	3	0.1	-4	1
# O=C(COc1ccc(Br)cc1)N1CCNC1=O is listed as -0.1	-1	0	-4	0	-0.3	-5	0.1	4	-1
# CC1(NC(=O)Cc2c(Cl)cccc2Cl)CCS(=O)(=O)C1 (centres undefined) is listed as -0.4	-1	2	0	7	-0.2	-3	-1.3	6	-11

# Next entries follow.
SMILES,MsrA inhibitor,CendR NRP1 mod,STEP inh,DNMT1 inh,MsrA act,Tb MetRS inh,Scp1 inh,LMPTP inh,SUMO1 PPI mod,eLon inh
CCn1c(SCC(=O)NNC(=S)Nc2ccc(C)cc2)nnc1-c1ccc(Cl)cc1,0.5,-9,-5,3,0,0.3,-1,-0.8,6,-4
Cc1cccc(CN(C)CCc2ccccn2)c1,-0.1,-9,2,3,-8,-0.8,-9,-1.8,4,-14
COC(=O)C(=Cc1ccncc1)c1cccc2ccccc12,-0.7,-10,0,-1,1,-0.2,·,-0.3,-13,0
CS(=O)(=O)N1CCC(C(=O)Nc2ccccc2F)CC1,-0.6,10,-1,6,0,-0.4,-10,-1.1,-1,-2
N#CC(=Nc1cccc(F)c1)C1=C(O)c2ccccc2C1=O,5.2*,-5,-3,-11,-9,-0.5,·,-0.3,-15,-13
CC(C)(C)N1C(=O)[C@H]2[C@@H](c3ccc(Br)cc3)N3C(=O)N(c4cccc(F)c4)C(=O)[C@@]3(Cc3ccccc3)[C@H]2C1=O,-1.2,-16,-2,-5,-1,0.4,-9,2.5,11,-9
COc1ccc(CN2C(=O)c3cccnc3C2=O)cc1S(=O)(=O)N1CCCCC1,1.4,14,0,1,-3,-0.1,-5,-1.9,-25,4
O=C(Nc1nc(-c2cc(F)ccc2F)cs1)c1cccc(N2C(=O)CCC2=O)c1,0.6,-6,-1,-4,-4,-0.4,-4,0.5,3,-3
c1cncc(Nc2nc(-c3ccncc3)cs2)c1,-1.4,3,-2,-1,0,0.0,-1,2.0,-11,-10
CC1C=CCC2C(=O)N(c3cccc(C(=O)NCc4ccccc4)c3)C(=O)C12 (centres undefined),-0.3,8,6,-2,-1,-1.2,-7,3.5,-4,1
Cc1ccc(CNC(=O)CCS(=O)(=O)c2cc3c(cc2C)NC(=O)CO3)cc1,0.6,-7,-2,3,0,0.2,8,1.2,-9,3
O=C1c2ccccc2C2(c3ccccc3)NCCN12 (centres undefined),-0.2,3,2,1,-10,0.3,-3,-2.2,0,-8
O=C(O)c1cccc(N/N=C/c2ccc(-c3ccccc3)cc2)c1,0.1,-19,2,8,-13,0.0,-1,2.0,1,-10
O=C(c1cnn(C(=O)COc2ccc(Cl)cc2)c1)c1ccccc1O,1.3,-12,9,7,-1,-0.5,21,-1.4,5,2
COc1ccc(-c2nc(-c3ccncc3)no2)c(OC)c1,1.7,-6,-2,-4,-5,-1.9,-1,-1.1,0,0
O=C(CC(=O)c1ccccc1)Nc1cccnc1,-0.5,14,0,1,-2,0.4,-4,0.0,-2,4
O=C(OCc1nc2ccc(Cl)cc2n1CCO)c1ccccc1,-0.7,-12,-2,-13,-7,-0.3,-5,-0.6,4,-7
Cc1cccc(OCCN2C(=O)c3ccccc3C2=O)c1,0.8,-7,0,0,-2,-0.2,-6,1.3,-6,2
CCc1ccc(C(C)NC(=O)Cn2cnc3c(=O)n(C)c(=O)n(C)c32)cc1 (centres undefined),0.2,1,-1,-1,-10,-1.4,-2,0.4,0,-1
CC(=O)N1N=C(c2c(-c3ccccc3)c3cc(C)ccc3[nH]c2=O)CC1c1ccco1 (centres undefined),0.8,-3,1,0,-4,0.5,-5,0.7,-1,-4
CCCC(=O)Nc1ccc(Cl)c(NC(=O)c2cccnc2Cl)c1,-0.2,-3,2,2,2,-0.5,-7,-2.2,-3,12
O=C(O)CCC(=O)Nc1ccc(N=Nc2ccccc2)cc1,·,-1,1,2,-5,-0.6,-4,-0.4,-27,5
Cc1onc(-c2ccccc2)c1C(=O)N/N=C/c1ccc(O)c([N+](=O)[O-])c1,5.5*,14,-1,-1,-7,-0.1,-5,-4.1,-34,-5
COC(=O)c1sc(N)c(C(=O)OC)c1COC(=O)CNS(=O)(=O)c1ccc(C)c(C)c1,0.9,-3,0,-6,-3,-0.5,14,0.7,3,0
CCN(CC(=O)NCc1cccs1)C(=O)c1cccc(S(=O)(=O)NC)c1,-0.8,-2,0,0,-4,-0.6,-6,-0.5,1,-1
Cc1ccc(O)c(NC(=O)C2CC(c3cccc(Br)c3)=NO2)c1 (centres undefined),-0.7,-8,-2,-2,-1,-2.1,-12,1.9,5,0
COCCC(=O)N1CCC(Oc2ccc(C(=O)NCc3ccon3)cc2)CC1,-1.1,11,-2,1,-1,-0.5,-2,-0.9,1,-2
CCn1ccnc1CNC(=O)CC1C(=O)NCCN1Cc1ccccc1F (centres undefined),0.1,9,1,-2,-1,0.0,-3,-0.9,-2,6
CSc1ncnc2c1ncn2CCCN(C)CCc1ccccn1,1.3,4,-1,3,-6,-1.2,·,-1.1,2,1
CCCn1c(C)cc(/C=C(\C#N)C(=O)OCC(=O)Nc2cc(OC)c(OC)c(OC)c2)c1C,4.1,-6,-1,-3,0,0.6,-7,1.6,-18,2
CC1CCC(NC(=O)CCNS(=O)(=O)c2ccccc2)CC1 (centres undefined),0.3,8,0,2,-3,0.2,1,-0.1,5,-7
O=C(CN1C(=O)c2cccc3cccc1c23)Nc1ccccc1,0.5,-20,-8,6,-2,-0.9,-7,-0.4,2,3
Nc1nc(SCC(=O)O)[nH]c(=O)c1NC(=O)c1ccco1,-1.6,-7,0,-2,-3,-0.2,-1,1.0,4,-7
COC(=O)C(CCSC)NC(=O)C12CC3CC(CC(C3)C1)C2 (centres undefined),-0.7,-14,-1,-4,-3,-0.5,-8,-0.4,-6,-13
CC[C@@H]1C(c2cccc(C)c2)=NN(c2ccccc2)[C@H]1C(=O)N1CCOC1=O,0.6,-13,-2,-1,3,0.4,1,1.7,-2,2
Cc1cc(C)c(S(=O)(=O)c2cc(F)ccc2C)c(Cl)n1,-0.8,17,1,-8,-10,-1.5,4,-1.3,-2,-16
COc1cccc(CNS(=O)(=O)c2cc3c(cc2C)NC(=O)CO3)c1,0.1,-8,-1,3,-3,0.5,-17,0.3,0,3
CC(C)N(Cc1nnc(-c2ccccc2Cl)o1)C(=O)COc1cccc(Cl)c1,-0.8,4,-1,-1,1,0.8,·,0.1,-4,9
CC(C)c1ccccc1NC(=O)CN1C(=O)c2ccccc2C1=O,1.5,10,1,-1,-1,-0.5,-12,-0.3,-1,-3
Cc1cccc(C)c1C(=NCCN(C)C)c1ccccc1,-1.4,7,-3,1,-1,-0.7,-4,-0.6,-2,-8
